Screening results as filed in PubChem.
A549 tox: kills or reduces viability of A549 cells in Nrf2 counter-screen | A549 ARE-Fluc cells, CellTiter-Fluor viability, 18-24 h | 390,000 tested, 0.16% active | Potency, µM (titrated, usually from 46 µM), inactives show at the highest dose activity change, negative = cytotoxicity, actives largely listed as inhibitors | AID 504648; note: potency is the fitted concentration of half-maximal effect; % is set by controls: 0 for no effect and ±100 for the full control effect
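A549 ARE-Fluc cells in 5% FBS OPTI-MEM, 5000 cells/well, rested 2 h then exposed to compounds in concentration-response for 18-24 h at 37 °C. Viability by CellTiter-Fluor fluorescence (Ex 405/Em 525) after 30 min; luciferase luminescence (BugLite, 15 min, RT) read afterwards.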
CCT chaperon mod: modulators of cytosolic chaperonin (CCT/TRiC) activity | purified chaperonin ATPase assay, HTRF ADP detection, 30 min | activity change, % (no concentration beside the values), hits read low | 360,000 tested, 0.3% active; in the data active = activity change below about -30%; note: % is set by controls: 0 for no effect and ±100 for the full control effect
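TRiC (40 or 20 nM final, by batch activity) in 30 mM Tris pH 7.4, 100 mM KCl, 5 mM MgCl2, 1 mM DTT was treated with compound at 76 uM single dose, then 10 uM ATP, 30 min at 37 °C. ADP was read by HTRF Transcreener.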
Nrf2 ARE act: activates Nrf2 signaling; AID 624171; Potency, µM (series often up to 46.1 µM), inactives show at the highest dose activation, usual class: activators; 410,000 tested, 0.31% active; AREc32 ARE-luciferase reporter (MCF7-derived line), luminescence, 24 h; note: potency is the fitted concentration of half-maximal effect; % of control where 0% means no effect; nearly all actives have a fitted effect of over 65% in size
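Luminescent ARE reporter assay in AREc32_Fluc cells: overnight plating at 37 deg C, 24 hr compound incubation, Steady-Glo added, 30 min RT before reading.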
Nrf2 inh: inhibitors of Nrf2 signaling; 360,000 tested, 2.1% active; AID 504444; A549 ARE-Fluc reporter, luciferase luminescence, 18-24 h; Potency, µM (top dose mostly 46 µM), without a hit: top-dose activity change, negative = inhibition, hits mostly inhibitors; note: potency is the fitted concentration of half-maximal effect; % is set by controls: 0 for no effect and ±100 for the full control effect; nearly all actives have a fitted effect of over 60% in size
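Two sequential reads on A549 ARE_Fluc cells exposed to compound for 18-24 h: a CellTiter-Fluor fluorescence read for viability, then a luciferase luminescence read for Nrf2/ARE activity.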
MmCpn inh: blocks the Methanococcus maripaludis chaperonin Mm-Cpn | purified Mm-Cpn ATPase, ADP Transcreener TR-FRET | Potency, µM (doses to about 76.9 µM), without a hit: at the top dose activity, negative = inhibition, actives largely listed as inhibitors | 330,000 tested, 0.031% active; note: potency is the fitted concentration of half-maximal effect; % is set by controls: 0 for no effect and ±100 for the full control effect; nearly all actives have a fitted effect of over 80% in size
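ATPase read-out: TR-FRET ADP immunoassay (anti-ADP Eu cryptate vs ADP-d2), ex 320 nm, em 590/665 nm; signal drops as ADP forms. Enzyme 25 nM, ATP 10 uM, 30 min at 37°C after 10 min compound preincubation.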
HepG2 viability: kills HepG2 cells in TGF-b inhibitor counter-screen | HepG2 CAGA-GFP viability, ATP luminescence, 18 h | Potency, µM (doses to about 46.1 µM), inactives show at the highest dose activity change, negative = cytotoxicity, most hits filed as cytotoxic | 410,000 tested, 0.76% active | AID 588856; note: potency is the fitted concentration of half-maximal effect; some results filed as inactive show a strong effect at the top dose
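CellTiter-Glo luminescence gave cytotoxicity after 18 hours at 37 degrees C. The cells were HepG2 CAGA-GFP in 1% FBS DMEM, stimulated with 500 pg/mL TGF-beta after compound addition. %Activity was normalised to no-cell wells (complete cell-killing) and DMSO (no toxicity), and curves were fitted and classified.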
Abeta yeast res: A-beta toxicity reversal in yeast | yeast expressing A-beta42, growth rescue, OD600, 48 h; response scale: 0% DMSO, 100% iron-clioquinol control | Potency, µM (titrated, usually from 46.1 µM), for inactives: top-dose growth rescue, actives largely listed as activators | 410,000 tested, 0.063% active; note: potency is the fitted concentration of half-maximal effect; nearly all actives have a fitted effect of over 55% in size
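Yeast A-beta toxicity model in growth medium with pinned compounds, 48 h at 30 C; growth read as absorbance at 600 nm. Normalized to FeCl3/clioquinol equimolar mix (positive) and DMSO (negative).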
pAkt inh: Akt phosphorylation inhibition; Neuro2A IGF-stimulated pAkt S473 HTRF, 20 min; hits give low values; activity change, % for hits at 50 µM; 360,000 tested, 0.32% active; AID 651550; in the data active = activity change below about -80%; inconclusive = mostly about -51% to -80%; note: % is set by controls: 0 for no effect and ±100 for the full control effect
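Neuro2A cells in DMEM with 0.5% FBS, overnight at 37 deg C, given compound at single 50 µM final, then IGF (6 nM final) for 20 min at 37 deg C. Lysed; phospho-Akt Ser473 by HTRF after 24 h, 665/615 ratio.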
TGFb inhibitor: blocks TGF-b signaling. 410,000 tested, 1.2% active. HepG2 CAGA-GFP TGF-b/SMAD3 reporter, GFP fluorescence, 18 h; TGF-beta stimulated, 500 pg/mL final. Potency, µM (series often up to 46.1 µM), inactives show top-dose activity, negative = inhibition, most hits filed as inhibitors. AID 588855; note: potency is the fitted concentration of half-maximal effect; % is set by controls: 0 for no effect and ±100 for the full control effect; nearly all actives have a fitted effect of over 65% in size
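GFP signal (ex488/em500-530) from TGF-beta-stimulated HEPG2 CAGA-GFP cells, 500 pg/mL final, 18 h at 37 degrees C in DMEM plus 1% FBS, normalized to unstimulated and DMSO-stimulated controls.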
The depositor's hits bear a star; i = inactive; ? = inconclusive; / = not tested or not shown; & = joins results of further samples; [ ] = another dose, or the depositor's remark. Unless noted, calls come from the whole dose curve; as a rule, active = well fitted curve in the direction sought with a large enough effect; inconclusive = small, poorly fitted or top-dose-only effect, or another doubt; inactive = no such curve, though single readings can be large; an effect the other way counts as inactive or inconclusive. Not a hit list (roughly 4.3% active in at least one column).

SMILES	A549 tox	CCT chaperon mod	Nrf2 ARE act	Nrf2 inh	MmCpn inh	HepG2 viability	Abeta yeast res	pAkt inh	TGFb inhibitor
COc1cnn(-c2ccc([N+](=O)[O-])cc2)c(=O)c1Cl	-9%	-1.2	11%	12%	/	18%	-28%	i	-16%
CCN(CC)C(=O)CSc1nnc(CNc2ccc(F)cc2)o1	-3%	2.3	0.7%	?	0%	-10%	8%	i	-5%
COc1cc(/C=C(/C#N)c2ccc(C)cc2)ccc1Oc1ccc([N+](=O)[O-])cn1	-2%	-0.6	0.3%	2.9µM*	-1%	-23%	4%	i	?
Cc1ccc(-n2cnc3cc(C(=O)NCc4ccc(F)cc4)ccc32)c(C)c1	-3%	/	4.0%	/	/	-14%	-23%	/	?
Cc1ccc(NC(=O)COc2ccc3oc4c(c3c2)CCCC4)cc1C	5%	/	-0.8%	9%	/	2%	-12%	/	9%
C/C(=N\O)C(C)(C)Nc1cccc(Br)c1	8%	-3.4	-0.4%	-30%	-1%	8%	-1%	i	-8%
O=S1(=O)NC(=NCc2ccco2)c2ccccc21	9%	-3.7	0.7%	1%	0%	-15%	0%	/	3%
Cc1ccc(OC(C)C(=O)N2CC(=O)Nc3ccccc32)cc1 (stereo not drawn)	1%	-0.9	0.3%	?	5%	22%	7%	i	3%
COc1ccc(OC)c(Nc2sc(C(=O)c3ccccc3)c(N)c2S(=O)(=O)c2ccccc2)c1	-4%	/	0.3%	-11%	/	5%	13%	/	-4%
CCOC(=O)N1CCN(C(=O)c2cccc(N3C(=O)NC4CC3(C)Oc3ccc(Cl)cc34)c2)CC1 (stereo not drawn)	-8%	0.4	-0.3%	-22%	1%	-4%	10%	i	-23%
COc1ccc(S(=O)(=O)Cc2ccc(C(=O)N3CCN(c4ccccc4F)CC3)o2)cc1	0%	0.7	2.2%	-12%	-1%	-28%	-1%	i	-29%
O=C(Nc1ccc(-c2nc3ccccc3c(=O)o2)cc1)c1ccco1	8%	-0.9	0.4%	2%	1%	-5%	5%	i	-17%
Cc1ccc(-c2nc3n(n2)Cc2ccccc2-3)cc1	0%	-0.9	-1.1%	?	0%	-54%	-24%	i	-24%
CC(C)(C)NC(=O)CSc1nnc(-c2ccco2)n1Cc1ccco1	3%[1.84 µM]	-0.5	-1.0%	6%	1%	-5%	4%	i	1%
O=C(c1cc2ccccc2oc1=O)N1CCN(CCc2ccccc2)CC1	-17%	1.3	-0.2%	-11%	0%	0%	-5%	i	5%
COc1ccc(NC(=O)CCC(=O)N/N=C/c2cn(C)nc2C)cc1	7%	0.3	7.2%	11%	3%	-1%	4%	i	18%
CC(C)(C)NC(=O)NCc1cccnc1	8%	1.9	-0.5%	4%	4%	9%	14%	i	2%
Cn1cnc([N+](=O)[O-])c1Sc1nc(N)nc2c1ncn2Cc1ccccc1	-14%	-0.5	7.0%	?	/	-1%	8%	i	-15%
CCCCN(C=O)c1c(CC)nc2ccc(C(=O)N(C)Cc3ccccc3)cn12	/	-3.5	2.1%	/	/	-14%	-23%	/	13%
O=C(Nc1ccccc1)N(Cc1c[nH]c2ccccc12)C1CCCCCC1	-3%	/	10%	?	/	-20%	17%	/	?
CCOC(=O)C1CCN(S(=O)(=O)c2cc(C(=O)N3CCCCC3)ccc2OC)CC1	-3%	-2.1	-0.6%	17%	1%	-6%	-10%	i	-17%
CC1(C)CC(NC(=O)c2coc(=O)c(Br)c2)CC(C)(C)N1	-10%	-1.9	17%	26%	1%	-3%	0%	/	7%
O=C(O)c1cccc(S(=O)(=O)N2CCN(Cc3ccc4c(c3)OCO4)CC2)c1	-2%	0.0	-0.5%	3%	1%	5%	-7%	i	27%
Cc1ccc(C)c(N2CCN(C(=O)C3CCCN(S(=O)(=O)c4cnc[nH]4)C3)CC2)c1 (stereo not drawn)	1%	-2.2	2.8%	-7%	0%	-15%	5%	i	3%
CCOC(=O)N1CCC(NC(=O)CCC(=O)N2CCOc3ccccc32)CC1	2%	-1.1	-0.1%	-4%	0%	-28%	9%	i	?
Cc1ccccc1C(=O)NNC(=O)C1CC(=O)N(c2ccc3c(c2)OCCO3)C1 (stereo not drawn)	-1%	-0.1	-0.8%	-9%	-1%	12%	5%	i	5%
CN1C(=O)C(C)(C)c2cc(S(=O)(=O)N3CCN(c4ccc(F)cc4)CC3)ccc21	3%	-2.2	-0.3%	-24%	0%	-6%	-16%	i	-3%
Cc1ccccc1N/C=C/C(=C(C#N)C#N)N(C)C	-4%	-0.8	-0.2%	4%	1%	9%	3%	i	-1%
CCCCn1cnc2c1c(=O)[nH]c(=O)n2CCCC	-3%	-10	0.4%	2%	1%	3%	0%	i	-2%
CC(C)Cn1c(N)c(C(=O)COC(=O)/C=C/c2cccs2)c(=O)n(C)c1=O	1%	1.1	4.2%	?	-1%	4%	-6%	i	-17%
COc1ccc(-c2cc(NC=O)c3ncc(-c4ccc(C(C)=O)cc4)n3c2)cn1	/	-0.2	2.7%	/	/	-31%	11%	i	-18%
O=C(NCC(c1ccco1)N1CCOCC1)c1ccc(F)cc1 (stereo not drawn)	1%	2.6	0.1%	1%	-1%	9%	13%	i	0%
CCc1ccc(NC(=O)CSc2nc(-c3ccccc3)no2)cc1	-11%	/	13%	-5%	/	-34%	-1%	/	?
O=C(NCc1ccc(F)cc1)C(=O)c1cn(CC(=O)N2CCCC2)c2ccccc12	-13%	-0.2	1.8%	-16%	-17%	0%	-2%	i	-6%
CC(CNC(=O)c1cc(COc2ccc3ncccc3c2)on1)c1ccccc1 (stereo not drawn)	-16%	-2.3	1.7%	15µM*	1%	-28%	-11%	i	?
Cc1cccc(OCCCN2C(=O)C(=O)c3cc(C)ccc32)c1	-2%	0.7	2.5%	9%	1%	-10%	-3%	i	?
O=C(Oc1cc(=O)oc2ccccc12)c1ccccc1	-1%	1.5	0.1%	1%	/	0%	-12%	i	-2%
CC(=O)/C(C(=N)N1CCN(c2cccc(Cl)c2)CC1)=C(\C)O	-4%	0.4	-0.9%	-15%	0%	-1%	2%	i	10%
CCCCCCN1CC(=O)N2[C@@H](Cc3c([nH]c4ccccc34)C2(C)C)C1=O	16%	-0.4	-0.3%	-13%	1%	-11%	-13%	i	-17%
CCCCN(CC)CCNC(=O)Cn1cc2c(n1)-c1c(oc(C(=O)N3CCCC3)c1C)CC2	1%&-7%	-1.9	-0.2%&0.2%	-3%&6%	-1%	4%&-1%	-2%&11%	/	4%&-2%

Four entries from above, ordered by length of the SMILES, rising.
SMILES	A549 tox	CCT chaperon mod	Nrf2 ARE act	Nrf2 inh	MmCpn inh	HepG2 viability	Abeta yeast res	pAkt inh	TGFb inhibitor
CCN(CC)C(=O)CSc1nnc(CNc2ccc(F)cc2)o1	-3%	2.3	0.7%	?	0%	-10%	8%	i	-5%
CC(C)(C)NC(=O)CSc1nnc(-c2ccco2)n1Cc1ccco1	3%[1.84 µM]	-0.5	-1.0%	6%	1%	-5%	4%	i	1%
O=C(Nc1ccccc1)N(Cc1c[nH]c2ccccc12)C1CCCCCC1	-3%	/	10%	?	/	-20%	17%	/	?
Cc1ccccc1C(=O)NNC(=O)C1CC(=O)N(c2ccc3c(c2)OCCO3)C1 (stereo not drawn)	-1%	-0.1	-0.8%	-9%	-1%	12%	5%	i	5%

Later entries:
SMILES	A549 tox	CCT chaperon mod	Nrf2 ARE act	Nrf2 inh	MmCpn inh	HepG2 viability	Abeta yeast res	pAkt inh	TGFb inhibitor
C/C(=N/NC(=O)c1cc(Cl)ccc1O)C12CC3CC(CC(C3)C1)C2	-2%	-4.0	7.0%	28%	3%	7%	16%	i	12%
COc1ccc(C2CC(c3ccccc3)Oc3c(C)ccc(C)c32)cc1 (stereo not drawn)	?	/	/	?	/	-2%&3%	/	/	3%&-4%
Clc1ccc(CSc2nnc(-c3cccnc3)o2)cc1	12%	1.0	3.2%	-16%	2%	-14%	13%	i	3%
COc1ccc(OC2CCN(C(=O)Nc3ccc(C)cc3)CC2)cc1	-1%	-2.2	4.0%	-8%	2%	-11%	18%	i	0%
CCC1CN(C(=O)N2CCC(C(=O)N3CCN(c4ccccc4)CC3)CC2)c2ccccc2O1 (stereo not drawn)	-6%	/	4.1%	?	/	-53%	15%	/	-50%
CCn1cc(C(=O)N(C)c2ccccc2F)c2cc(OC)c(OC)cc2c1=O	2%	1.5	1.5%	-4%	-5%	-6%	-6%	i	3%
CCc1nnc(NC=C2C(=O)OC(C)(C)OC2=O)s1	1%	-0.9	-0.7%	4%	0%	2%	14%	i	5%
CCCc1nn2c(=O)cc(COC(=O)c3cccs3)nc2s1	6%	/	-0.2%	-17%	/	-6%	-23%	/	-8%
CCOCCCNC(=O)c1cc2c(=O)[nH]c3ccccc3c2n1C	28%	/	-0.3%	3%	/	-35%	-13%	/	3%
COc1ccc(C(=O)NCC(=O)N2CCCC(C(F)(F)F)C2)cc1OC (stereo not drawn)	-8%	2.6	-1.1%	1%	3%	-4%	0%	i	-20%
COc1cc(C=O)ccc1OCC(=O)Nc1cccc(S(=O)(=O)N(C)c2ccccc2)c1	0%	0.7	2.7%	-1%	-13%	-19%	6%	i	-8%
CC(C)N1CCC(=NNC(=O)c2cccs2)CC1	0%	-0.2	2.0%	15%	2%	-9%	-3%	i	-6%
COc1cccc(-n2c(SCC(=O)c3ccccc3)nc3c([nH]c4ccccc43)c2=O)c1	-4%	/	4.3%	/	/	-13%	-3%	/	17%
COc1ccccc1N1CCN(C(CNC(=O)C(=O)NCCN(C)C)c2cccnc2)CC1 (stereo not drawn)	0%	/	-0.5%	6%	/	4%	-10%	/	4%
